# High-throughput results: PubChem BioAssay, Broad Institute
# ERAP1 inh = human ERAP1 aminopeptidase inhibitors, primary screen, biochemical, single point, plate reader; AID 652197, 2013; inhibition, % at 10.7 µM; recombinant ERAP1, Leu-AMC fluorescence, 60 min; Endoplasmic reticulum aminopeptidase 1 (Homo sapiens), Q9NZ08; 340,000 tested, 0.15% active;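 active = mean replicate inhibition of at least 30%, or all replicates individually reaching that 30% level; inactive = mean below 30% and not every replicate reaching it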;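 also: 0% = neutral control wells and 100% = L-leucinethiol positive control wells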
# Target sequence (Q9NZ08 whole entry, looked up): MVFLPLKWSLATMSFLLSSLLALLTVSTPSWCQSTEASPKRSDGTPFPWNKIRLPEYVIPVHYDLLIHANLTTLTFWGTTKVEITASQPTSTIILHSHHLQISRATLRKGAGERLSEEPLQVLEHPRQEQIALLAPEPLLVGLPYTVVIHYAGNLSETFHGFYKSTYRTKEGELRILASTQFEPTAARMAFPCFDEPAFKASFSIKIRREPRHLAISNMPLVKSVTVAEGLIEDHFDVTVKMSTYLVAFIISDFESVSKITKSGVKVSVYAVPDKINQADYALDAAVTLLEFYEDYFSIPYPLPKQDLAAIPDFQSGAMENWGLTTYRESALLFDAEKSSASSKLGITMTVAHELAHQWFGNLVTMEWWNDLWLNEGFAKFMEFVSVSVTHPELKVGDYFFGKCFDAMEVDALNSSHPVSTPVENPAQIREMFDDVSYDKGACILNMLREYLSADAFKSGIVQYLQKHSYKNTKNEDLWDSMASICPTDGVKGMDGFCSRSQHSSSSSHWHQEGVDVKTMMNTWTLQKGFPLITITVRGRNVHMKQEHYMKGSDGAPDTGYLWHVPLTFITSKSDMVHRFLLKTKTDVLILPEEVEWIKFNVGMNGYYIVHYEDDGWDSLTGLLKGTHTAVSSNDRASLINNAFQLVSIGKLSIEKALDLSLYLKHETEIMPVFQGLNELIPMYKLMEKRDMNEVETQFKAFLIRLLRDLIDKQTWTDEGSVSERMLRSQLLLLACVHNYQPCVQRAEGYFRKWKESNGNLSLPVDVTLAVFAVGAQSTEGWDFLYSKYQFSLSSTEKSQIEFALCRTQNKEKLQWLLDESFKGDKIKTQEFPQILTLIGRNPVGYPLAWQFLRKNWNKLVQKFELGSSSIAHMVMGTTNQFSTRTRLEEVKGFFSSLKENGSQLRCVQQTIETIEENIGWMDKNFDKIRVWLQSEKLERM
# CFTR F508del cor = F508del CFTR correction, initial screen, CFBE line, single point. CFBE cells, YFP halide quenching; stimulated with forskolin plus potentiator P3; % fluorescence drop versus neutral controls. activity (quench increase), % at 7.58 µM. 350,000 tested, 0.36% active. AID 720511, 2013;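 active = mean added fluorescence quench of at least 8% versus neutral control, with both replicates also reaching 8%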;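 also: cells transiently co-express mutant CFTR-F508del with the halide-sensitive YFP; corrector assay measuring rescue of mutant channel to the surface after 24 h compound exposure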
# esBAF inh = Bmi1 luciferase reporter increase in mESCs, primary screen, esBAF inhibitor project, mouse ES cells, Bmi1 luciferase knock-in, single point; 24 h; 100% = twice the neutral-well signal; reporter increase, % at 12.5 µM; 350,000 tested, 2% active; in the data active = activation above about 40%;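 also: 0% = median of the plate's neutral control wells and 100% = double that signal; a rise in the Bmi1 reporter signal indicates esBAF inhibition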
# ARNT TACC3 PPI = disruptors of ARNT/TACC3 protein interaction, primary screen, biochemical, AlphaScreen, single concentration; Transforming acidic coiled-coil-containing protein 3 (Homo sapiens), Q9Y6A5; AlphaScreen His-ARNT PAS-B/GST-TACC3 binding, luminescence; TACC3 fragment carries E629A point mutation; inhibition, % at 9.99 µM; 390,000 tested, 0.66% active; AID 623870, 2012;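 active = mean inhibition of replicates at least 50% and at least half of replicates each reaching 50%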;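 also: 0% = complete ARNT plus TACC3 wells and 100% = ARNT alone without TACC3; many hits fall short of the cut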
# RAD52 anneal inh = RAD52 DNA annealing inhibitors, primary screen, biochemical, FRET, single point, set 2; inhibition, % at 18.7 µM; AID 651710, 2012; 360,000 tested, 0.46% active; recombinant RAD52 DNA annealing, FRET fluorescence;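 active = every replicate showing at least 50% inhibition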
# RAD54 inh = inhibitors of human RAD54 branch migration, primary screen, biochemical, fluorescence, single point; DNA repair and recombination protein RAD54-like (Homo sapiens), Q92698; RAD54 Holliday junction branch migration, FAM/BHQ fluorescence; inhibition, % at 10.4 µM; 360,000 tested, 0.14% active; AID 602329, 2012;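 active = mean normalized replicate activity at least 40 and at least half of replicates scoring 40 or more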;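 also: 0% = median of neutral control wells and 100% = median of positive control wells; inhibitors cause a drop in the FAM fluorescence signal; in these data hits start at about 50%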
# INS-1E GSIS act = GLuc luminescence reporter in INS-1E cells, primary screen for activators of glucose-dependent secretion of insulin; INS-1E GLuc reporter insulin secretion, 2-3 h; activation, % at 16.6 µM; 370,000 tested, 0.61% active; AID 743287, 2014;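 active = lowest replicate activation of at least 40%, so every replicate reaches that level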;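 also: 0% = median of neutral control wells and 100% = median of IBMX positive control wells; some compounds called inactive have numbers as strong as hits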
# Xi reactivation = activators of inactive X chromosome reactivation, primary screen, imaging, XiGFP fibroblasts, GFP high-content imaging, set 2; activation, % at 7.58 µM; XiGFP mouse fibroblasts, % GFP-positive cells imaging, 3 d; cells co-treated with 5-aza-dC sensitizer; scaled so ellipticine positive control = 100%; 360,000 tested, 0.055% active;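 active = mean normalized replicate activation at least 10% and every replicate at or above 10%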;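 also: 0% = median of on-plate neutral control wells and 100% = ellipticine 6 µM median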
#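 Material: XiGFP fibroblasts, SV40-immortalized; Buffer or medium: DMEM containing 5-aza-dC; Compound dosing: single point; Times: 3 days compound exposure.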
# An asterisk follows results filed as active; nt = not tested or not shown.
nr	canonical_smiles	ERAP1 inh	CFTR F508del cor	esBAF inh	ARNT TACC3 PPI	RAD52 anneal inh	RAD54 inh	INS-1E GSIS act	Xi reactivation
1	COc1ccc(CC(N)c2csc(NC(=O)Nc3cc(OC)ccc3OC)n2)cc1 (stereo not given)	-1.3	3.1	-3.3	nt	-21.6	10.5	-27.5	0.1
2	CCOC(=O)N1CCN(C(=O)CSC2=NS(=O)(=O)c3cc(F)ccc3N2)CC1	-0.5	1.3	-5.5	-4.8	-19.2	0.5	16.2	0.0
3	C[C@@H]1CN([C@@H](C)CO)C(=O)c2c(c3ccccc3n2C)-c2ccccc2CO[C@H]1CN(C)Cc1cccc(C(F)(F)F)c1	1.7	5.0	nt	nt	14.3	nt	-2.0	0.5
4	O=C(Nc1cc(Cl)ccc1-n1cncn1)c1ccc(F)c(S(=O)(=O)N2CCOCC2)c1	1.0	0.2	3.3	-2.4	-4.6	11.9	-1.8	-0.2
5	N#Cc1c(-c2ccccc2)nc(SCc2ccc(Cl)cc2)[nH]c1=O	1.2	-2.1	-9.8	-6.7	-24.7	-0.8	-14.8	0.0
6	C[C@@H]1CN([C@H](C)CO)C(=O)c2cc(NC(=O)CCC(F)(F)F)ccc2O[C@@H](C)CCCCO[C@@H]1CN(C)Cc1ccc2c(c1)OCO2	1.4	2.0	1.8	-4.7	6.9	4.3	-9.6	0.0
7	COCCNC(=O)c1cc2c(Br)ccc(Br)c2nc1N	nt	1.1	nt	nt	-9.7	nt	-11.7	0.0
8	C[C@@H]1CN([C@@H](C)CO)S(=O)(=O)c2ccc(-c3cccc(F)c3)cc2O[C@H]1CN(C)C	-0.3	1.6	-2.5	4.4	-11.1	-4.0	10.9	-0.7
9	Cc1noc(C)c1S(=O)(=O)Nc1cccc2c1O[C@@H](CN(C)Cc1ccc(Cl)c(Cl)c1)[C@@H](C)CN([C@@H](C)CO)C2=O	-0.6	0.5	-4.3	1.6	-11.4	-5.9	-28.1	0.0
10	COc1ccc(CNC(=O)[C@H](C)NC(=O)N2CCn3c2nc2ccccc23)cc1	-2.2	0.5	-3.1	-0.4	-15.8	-9.0	5.3	-0.1
11	Cc1cc2ccccn2c1C(=S)NC(=O)c1ccccc1	9.9	nt	3.1	12.8	-3.3	-4.5	nt	0.0
12	c1ccc2c(c1)nc(Nc1ccc(N3CCCCC3)cc1)c1nncn12	-3.0	-5.6	-8.3	-3.3	-0.3	nt	-5.3	0.8
13	COc1ccc(Cl)cc1Nc1nc(Cl)nc(NCCO)n1	-1.3	-0.9	2.0	nt	-30.4	-1.5	-3.8	-0.1
14	COCCN(C(=O)COC(=O)C1CCCCC1)c1c(N)n(Cc2ccccc2)c(=O)[nH]c1=O	-1.0	0.7	2.8	nt	-23.3	1.2	-4.1	-0.2
15	CCCCP(=O)(CCCC)CCP(=O)(c1ccccc1)c1ccccc1	-0.2	3.2	nt	-2.3	-0.1	nt	nt	0.0
16	CC(C)NC(=O)Nc1ccc2c(c1)C(=O)N([C@@H](C)CO)C[C@H](C)[C@@H](CN(C)C(=O)CCCN(C)C)OCCCC[C@@H](C)O2	3.0	-2.5	nt	-3.6	8.2	-6.2	18.6	0.4
17	O=C(Nc1nnc([C@@H]2C[C@H](O)[C@@H](CO)O2)s1)Nc1ccccc1Oc1ccccc1	-9.5	0.6	-5.0	nt	-1.7	0.6	-0.3	0.1
18	C[C@H]1CN([C@@H](C)CO)C(=O)Cc2cc(NC(=O)CCC(F)(F)F)ccc2O[C@H]1CN(C)Cc1ccccc1	3.1	2.5	0.4	-8.0	0.7	-0.4	-5.2	-0.1
19	CCOC(=O)C1CCCN(S(=O)(=O)c2ccc(Cl)nc2)C1 (stereo not given)	-1.1	1.4	-8.4	-2.5	-2.9	-5.6	-3.4	0.0
20	CC(=O)N(C)C[C@@H]1Oc2cc(-c3ccc(F)cc3)ccc2S(=O)(=O)N([C@@H](C)CO)C[C@@H]1C	0.4	-0.7	4.0	-28.1	-11.7	1.6	11.4	0.3
21	O=C(Nc1ccc(F)cc1)Nc1ccc2c(c1)[C@H]1C[C@H](CC(=O)N3CCCCC3)O[C@@H](CO)[C@H]1O2	nt	1.4	4.7	-12.4	nt	0.5	-6.5	0.0
22	COc1cc2c(cc1OC)-c1cc3ccc(OC)c(OC)c3c[n+]1CC2	-3.2	0.8	5.9	35.2	79.7*	59.9*	17.9	-0.1
23	CNc1nc(-c2ccc3c(c2)CCN3C(=O)c2ccccc2C)cs1	0.6	2.5	nt	-2.6	-8.9	nt	-6.1	0.0
24	CCOC1=C/C(=C/c2c(N)n3nc(-c4ccccc4)sc3nc2=O)C=CC1=O	9.0	-2.9	nt	nt	-74.1	nt	-3.7	0.0
25	CCc1nnc(NC(=O)c2cccs2)s1	4.7	-0.9	36.1	-6.9	-8.8	8.6	-2.7	0.1
26	CCCN(C)C[C@@H]1Oc2cc(C#Cc3ccc(F)cc3)ccc2S(=O)(=O)N([C@H](C)CO)C[C@@H]1C	-3.7	4.0	-1.4	3.1	8.2	-14.2	-1.5	-1.3
27	Cc1ccc(C)c(C(=O)CCC(=O)NNC(=O)c2cccs2)c1	-3.3	0.6	-1.5	-12.1	-0.9	-2.7	5.4	0.0
28	CCc1ccc(OCc2ccc(C(=O)O)o2)cc1	-5.4	-2.3	0.1	-5.8	-13.2	-5.9	3.0	0.0
29	C[C@@H]1CN([C@H](C)CO)C(=O)c2cccc(NC(=O)CCCCCC(=O)Nc3ccccc3N)c2O[C@@H]1CN(C)S(=O)(=O)c1cn(C)cn1	-0.2	-0.1	nt	nt	-0.1	nt	7.4	-1.2
30	CCCCC(=O)NC1=C(C(=O)OC)SCC1	5.8	nt	nt	-59.4	6.1	nt	-10.9	-0.1
31	CCC(C)(C)NC(=O)CN(C(=O)c1csnn1)c1cccc2c1CCCC2	nt	0.8	-5.3	-5.5	1.3	nt	-11.6	0.0
32	COc1cccc(OCc2cc(/C=N/Nc3ccc(C(=O)O)cc3)ccc2OC)c1	-0.9	-2.6	58.8*	11.3	-14.7	2.1	5.0	0.1
33	Cc1ccc(-c2cc(Cc3ccccc3)c(=O)[nH]n2)cc1	0.9	-0.6	nt	-2.1	-8.1	10.4	6.5	0.0
34	N#C/C(=C/c1ccc(-c2cccc([N+](=O)[O-])c2)o1)C(=O)Nc1nc(-c2cccs2)cs1	0.7	0.6	-1.4	-2.2	-17.2	2.6	15.3	0.3
35	CCC1Oc2ccccc2C(=O)N(CC(=O)c2ccc3c(c2)OCCO3)C1=O (stereo not given)	0.4	-2.6	68.7*	1.3	-3.4	2.8	-8.8	0.2
36	COc1ccc(NC(=O)C2CCC(CNS(=O)(=O)c3cccs3)CC2)cc1 (stereo not given)	0.8	0.1	nt	0.1	-3.9	nt	3.7	0.0
37	COc1cccc(C(=O)Nc2ccc3c(c2)C(=O)N(C)[C@@H]2CC[C@@H](CC(=O)NCC4CC4)O[C@H]2CO3)c1	-1.2	3.3	3.7	-12.0	3.7	1.1	0.5	1.1
38	O=C(/C(C=Nc1cc2c(oc1=O)CCCC2=O)=C(\O)c1ccccc1)c1ccccc1	4.6	-0.1	nt	-5.9	-50.0	nt	-9.8	0.0
39	CCN(CCO)Cc1csc2cc(C)ccc12	-0.3	3.2	nt	-7.1	-0.8	nt	47.2*	0.9
40	CCCCOC(=O)c1ccc(NC(=O)C(=O)NCc2ccccn2)cc1	nt	1.1	-0.6	-7.9	-26.4	1.1	-0.8	0.1
41	CO[C@@H]1CN(C)C(=O)c2ccc(NC(=O)c3ccccc3)cc2OC[C@@H](C)N(C(=O)CN(C)C)C[C@@H]1C	1.4	3.5	nt	nt	-5.1	nt	8.7	0.2
42	CN(C)CC(=O)Nc1ccc2c(c1)[C@@H]1C[C@H](CC(=O)NC3CCCC3)O[C@H](CO)[C@@H]1O2	0.3	-0.4	1.8	-10.9	-11.5	-7.3	-2.7	0.2
43	O=C(N[C@H]1C=C[C@H](CC(=O)N2CCN(c3ccccc3)CC2)O[C@H]1CO)c1ccncc1	1.3	0.0	-1.4	-4.7	-3.1	-8.8	-4.2	0.0
44	CC(=O)N1[C@@H]2c3ccc(C4=CCCCC4)c(=O)n3C[C@@H]2[C@@H](CO)[C@@H]1C(=O)Nc1ccccc1	-1.9	0.1	0.4	4.6	21.3	1.9	2.9	0.1
45	Cc1cc(=O)oc2cc(OCC(=O)N3CC[C@@]4(O)CCCC[C@H]4C3)c(Cl)cc12	1.0	-1.8	-2.7	-6.1	-11.2	1.3	-7.5	nt
46	O=C(O)C[C@H]1C[C@@H]2c3cc(NC(=O)CC4CC4)ccc3O[C@@H]2[C@H](CO)O1	-0.7	0.6	-0.1	-3.7	3.6	-2.6	10.2	0.3
47	COc1cc(OC)c(N(C)S(=O)(=O)c2cccc(C(=O)OCC(=O)N3CCOCC3)c2)cc1Cl	1.2	3.5	-2.7	2.5	-12.3	10.3	-18.6	-0.1
48	CNC[C@H]1OCCCC[C@H](C)Oc2ccc(NC(=O)c3ccncc3)cc2C(=O)N([C@@H](C)CO)C[C@@H]1C	-2.0	2.0	-6.6	-1.8	-162.8	-12.2	3.4	0.0
49	CC(C)Cc1cc(C(=O)Nc2cccnc2)no1	1.9	1.9	56.8*	-7.3	2.2	7.6	nt	0.0
50	CSc1ncccc1C(=O)Nc1nnc(C2CC2)s1	nt	0.2	nt	-4.9	-13.0	nt	4.7	0.1
51	COc1ccc([C@H]2C=C(C(=O)N3CCN(Cc4ccc5c(c4)OCO5)CC3)O[C@@H](OCc3ccc(CO)cc3)C2)cc1	-2.4	-0.3	nt	-5.4	3.2	2.6	nt	nt
52	Cc1ccc(C(=O)Nc2cccc3[nH]c(C(F)(F)F)nc23)cc1	-1.6	1.8	1.2	-12.7	-14.6	6.0	-43.7	0.0
53	CC1(C(=O)NCc2ccc(C(F)(F)F)cc2)CCN1C1Cc2ccccc2C1 (stereo not given)	12.4	1.6	-3.9	nt	14.7	-2.0	-15.8	0.0
54	CCC(=O)NC(Nc1sc2c(c1C(=O)OC)CCC2)C(Cl)(Cl)Cl (stereo not given)	0.3	2.6	nt	3.5	-16.8	-7.7	-6.5	0.0
55	COc1ccc(/C=C2\Oc3cc(OCC(=O)N4CC(O)C[C@H]4C(=O)O)ccc3C2=O)cc1OC (stereo not given in full)	3.8	0.3	-3.7	3.9	2.2	6.2	2.9	nt
56	COc1cc(/C=C/C(=O)OCC(=O)NC2CC2)cc(S(=O)(=O)N2CCc3ccccc32)c1OC	0.7	-1.1	7.5	-11.1	-35.9	0.5	4.4	0.0

# A draw from above in order of formula weight, descending:
nr	canonical_smiles	ERAP1 inh	CFTR F508del cor	esBAF inh	ARNT TACC3 PPI	RAD52 anneal inh	RAD54 inh	INS-1E GSIS act	Xi reactivation
51	COc1ccc([C@H]2C=C(C(=O)N3CCN(Cc4ccc5c(c4)OCO5)CC3)O[C@@H](OCc3ccc(CO)cc3)C2)cc1	-2.4	-0.3	nt	-5.4	3.2	2.6	nt	nt
54	CCC(=O)NC(Nc1sc2c(c1C(=O)OC)CCC2)C(Cl)(Cl)Cl (stereo not given)	0.3	2.6	nt	3.5	-16.8	-7.7	-6.5	0.0
52	Cc1ccc(C(=O)Nc2cccc3[nH]c(C(F)(F)F)nc23)cc1	-1.6	1.8	1.2	-12.7	-14.6	6.0	-43.7	0.0
